High-throughput results deposited in PubChem BioAssay by several laboratories.
TMEM16A act – TMEM16A chloride channel activators or potentiators, primary screen, cell-based, HTS; 0.3% of 340,000 active; B-score at 10 µM; AID 623877, 2012; HEK293 TMEM16A/YFP-H148Q/I152L, iodide quench fluorescence; hits give low values;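 active = fluorescence-ratio B-score plate-corrected deviation score at least 3 library SD below zero, with starting fluorescence score within 5 deviations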;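 also: channel opened by trigger with iodide after compound preincubation; score built on the fluorescence ratio of max minus min over baseline; more negative score means more quench and so TMEM16A activation or potentiation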
RGS4 pot – RGS4 potentiators or activators, primary screen, cell-based, HEK293 M3R inducible RGS4, calcium flux; carbachol calcium flux Fluo4; hits give low values; B-score at 10 µM; 0.92% of 310,000 active;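 active = B-score of the integrated calcium signal more than 4 SD below the library mean, with starting fluorescence not abnormally high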;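 also: negative B-score means reduced calcium response which marks RGS4 activation or potentiation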
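Also added: carbachol at ECmax as muscarinic agonist stimulus; Assay system: HEK293 cells with stable M3R and inducible RGS4; Timing: overnight RGS4 induction, 30 min dye load 37 °C, 20 min compound RT; Measured by: Fluo4-AM (2 µM) calcium-flux fluorescence, kinetic read.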
KCNQ1 inh – inhibitors of human KCNQ1 channel, primary screen, cell-based, thallium flux, high-throughput; B-score at 10 µM; CHO-K1 KCNQ1, FluxOR thallium flux fluorescence; hits give high values; 1.3% of 310,000 active; AID 2642, 2010; Potassium voltage-gated channel subfamily KQT member 1 (Homo sapiens), P51787;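 active = compounds whose thallium flux B-score, printed positive for inhibition, exceeds three library SD while starting fluorescence stays within three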;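 also: channel opened by potassium depolarization with thallium stimulus after 20 min compound exposure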
Target sequence (P51787 whole entry, looked up): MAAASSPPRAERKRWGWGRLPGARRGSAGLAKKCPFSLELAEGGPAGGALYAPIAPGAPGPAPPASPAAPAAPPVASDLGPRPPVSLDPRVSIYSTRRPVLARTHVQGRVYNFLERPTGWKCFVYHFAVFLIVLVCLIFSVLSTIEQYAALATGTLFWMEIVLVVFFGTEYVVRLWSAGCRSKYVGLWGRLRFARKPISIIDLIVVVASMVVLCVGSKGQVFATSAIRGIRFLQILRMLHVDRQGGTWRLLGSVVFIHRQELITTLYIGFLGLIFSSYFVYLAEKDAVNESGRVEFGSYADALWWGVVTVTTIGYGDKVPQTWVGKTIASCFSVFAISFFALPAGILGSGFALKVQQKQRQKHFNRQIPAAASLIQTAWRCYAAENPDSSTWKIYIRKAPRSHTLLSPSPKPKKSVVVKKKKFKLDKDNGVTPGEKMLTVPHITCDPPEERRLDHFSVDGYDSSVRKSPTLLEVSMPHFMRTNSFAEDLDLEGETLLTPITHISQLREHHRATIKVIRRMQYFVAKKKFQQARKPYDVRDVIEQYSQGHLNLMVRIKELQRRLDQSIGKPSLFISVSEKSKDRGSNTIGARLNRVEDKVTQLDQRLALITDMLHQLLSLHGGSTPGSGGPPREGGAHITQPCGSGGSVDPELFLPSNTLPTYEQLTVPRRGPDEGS
KCNK9 block – KCNK9 potassium channel inhibitors, primary screen, HEK293 cells, thallium flux | B-score at 10 µM | Potassium channel subfamily K member 9 (Homo sapiens), Q9NPC2 | FluxOR thallium flux fluorescence; hits give low values | 1.2% of 310,000 active | AID 488922, 2010;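 active = ratio B-score over 3 SD below the library mean, with starting fluorescence within 5 SD of its mean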;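 also: negative B-score means less thallium flux so channel inhibition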
HDAC3 inh – HDAC3 deacetylase inhibitors, primary screen, biochemical, fluorescence, cell-free homogeneous. recombinant HDAC3, fluorogenic peptide/trypsin coupled. inhibition, % at 8.3 µM. 0.15% of 320,000 active. AID 2718, 2010; in the data active = inhibition above about 26%, passing the limit was not always enough
KCNQ1 pot – potentiators or activators of KCNQ1 channel, primary screen, cell-based, thallium flux, high-throughput | Potassium voltage-gated channel subfamily KQT member 1 (Homo sapiens), P51787 | CHO-K1 KCNQ1, thallium flux FluxOR fluorescence; hits give high values | B-score at 10 µM | 0.35% of 310,000 active | AID 2648, 2010;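 active = fluorescence ratio B-score, a plate-corrected score, at least three library SD, with initial intensity B-score within 5 SD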
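Schedule – 37 °C overnight plating, 90-min dark dye load, 20-min compound pretreatment · System – stable KCNQ1 CHO-K1 line · Probe or stimulus – thallium- and potassium-containing depolarizing buffer · Measured by – kinetic FluxOR fluorescence, 10 s baseline plus 110 s post-stimulus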
SKKanGAS inh – S. pyogenes SKKanGAS growth inhibitors in kanamycin, primary screen, streptokinase expression inhibitor project, SKKanGAS strain, BacTiter-Glo luminescence; inhibition, % at 7.5 µM; AID 1662, 2009; 1.3% of 300,000 active; 6 h;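 active = mean replicate score, as percent of positive control median, at least 50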;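 also: strain carries kanamycin resistance gene driven by streptokinase promoter and grows in 40 µg/ml kanamycin; loss of luminescence reflects streptokinase promoter inhibition or plain growth inhibition; 0% = median of DMSO wells and 100% = positive control at its reference dose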
ANO1 block – TMEM16A chloride channel inhibitors, primary screen, cell-based, HTS | HEK293 TMEM16A/YFP iodide influx fluorescence, ionomycin | normalized B-score (activity score, 25-100; higher = stronger inhibition) at 10 µM | 1.2% of 310,000 active | AID 588511, 2011;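 active = ratio plate-corrected score three or more library SD toward inhibition, starting fluorescence score within five deviations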;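 also: score derived from kinetic fluorescence span divided by baseline fluorescence per well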
RGS4 inh – RGS4 inhibitors, primary screen, cell-based, HEK293 M3R inducible RGS4, calcium flux; 0.45% of 310,000 active; B-score at 10 µM; Regulator of G-protein signaling 4 (Homo sapiens), P49798; Fluo-4 calcium flux; hits give high values; triggered by carbachol at its EC20; AID 463165, 2010;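 active = B-score, a plate-corrected calcium signal, over three deviations above library mean, with baseline fluorescence within five deviations of library mean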;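 also: RGS4 expression induced by doxycycline in cells with stable M3 receptor; B-score is computed from the integrated fluorescence ratio over baseline after carbachol; higher B-score means a larger calcium signal and so more RGS4 inhibition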
KCNK3 inh – human KCNK3 channel inhibitors, primary screen, CHO cells, FluxOR thallium flux, B-score; Potassium channel subfamily K member 3 (Homo sapiens), O14649; AID 602410, 2012; B-score at 10 µM; FluxOR fluorescence; hits give low values; 0.84% of 340,000 active;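 active = B-score under library mean minus 4 SD, starting fluorescence ratio at most library mean plus 5 SD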;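 also: more negative B-score means stronger inhibition of thallium flux through KCNK3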
Target sequence (O14649 whole entry, looked up): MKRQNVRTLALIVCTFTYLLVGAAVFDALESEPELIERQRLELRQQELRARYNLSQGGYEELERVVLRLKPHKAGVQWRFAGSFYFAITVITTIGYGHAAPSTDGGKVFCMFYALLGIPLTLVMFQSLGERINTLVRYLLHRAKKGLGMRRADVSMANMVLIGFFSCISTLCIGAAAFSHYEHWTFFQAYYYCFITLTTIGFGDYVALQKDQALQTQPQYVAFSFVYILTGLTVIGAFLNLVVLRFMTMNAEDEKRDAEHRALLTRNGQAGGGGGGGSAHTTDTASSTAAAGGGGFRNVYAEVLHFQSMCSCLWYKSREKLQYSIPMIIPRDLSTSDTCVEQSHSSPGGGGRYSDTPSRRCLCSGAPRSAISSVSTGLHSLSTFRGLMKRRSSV
hERG rescue – hERG rescue from dofetilide block, primary screen, cell-based, CHO-hERG, FluxOR thallium flux, dofetilide IC70 | AID 1511, 2009 | 0.51% of 310,000 active | dofetilide IC70 present | Voltage-gated inwardly rectifying potassium channel KCNH2 (Homo sapiens), Q12809 | activation (rescue from dofetilide block), less the hit threshold, % at 10 µM;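 active = activation above the mean of controls blocked by dofetilide plus 5 SD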;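 also: thallium influx through hERG after potassium depolarization seen as dye fluorescence rise; in these data hits start at about 4.7%; inactives centre near -7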
* marks the source's active call; other numbers are inactive results; i = inactive; . = no result given. The order is random; any-hit rate near 6.3%.

SMILES	TMEM16A act	RGS4 pot	KCNQ1 inh	KCNK9 block	HDAC3 inh	KCNQ1 pot	SKKanGAS inh	ANO1 block	RGS4 inh	KCNK3 inh	hERG rescue
C/C=C/c1ccc(OCC(O)CN2CCCCC2CC)c(OC)c1 (stereo not given)	i	i	i	i	.	i	0	i	i	i	-2
CN(C(=O)c1ccnn1C)C1CCCN(Cc2ccccc2F)C1 (stereo not given)	i	i	i	i	-2	i	-2	i	i	i	-4
Cc1nc2ccc(Cl)cc2c(-c2ccccc2)c1C(=O)N(C)C	i	i	i	i	3	i	-6	i	i	i	-2
Cc1ccc(C(C)C)c(OCc2ccc(-c3nnco3)cc2)c1	i	i	i	i	-1	i	3	i	i	i	0
COc1ccccc1NC(=S)N1CC(C)OC(C)C1 (stereo not given)	i	i	i	i	2	i	-9	i	i	i	-4
Cc1ncc(C[n+]2csc(CCOC(=O)CC34CC5CC(CC(C5)C3)C4)c2C)c(N)n1	i	i	i	i	5	i	0	i	i	i	-13
Cc1nc2c(-c3ccc(F)cc3)c(C)nn2c(C)c1CCC(=O)Nc1ccccc1F	i	i	i	i	.	i	6	i	i	i	-4
COc1ccccc1CNC(=O)CSc1ccc(-c2cccs2)nn1	i	i	i	i	11	i	-6	i	i	i	-8
O=C1C(=O)N(O)C2CCCCC2N1O (stereo not given)	i	i	i	i	-3	i	5	i	i	i	1
CC(Oc1ccc2ccccc2c1)C(=O)NNC(=O)Nc1ccccc1 (stereo not given)	i	i	i	i	0	i	-8	i	i	i	-6
COC(=O)c1cc(Cl)c(NC(=O)C(C)C)cc1OC	i	i	i	i	-1	i	-3	i	i	i	-12
CCOC(=O)c1c(C)nc(C)c(C(=O)OCC)c1-c1ccco1	i	i	i	i	-6	i	-5	i	i	i	-7
O=C(C1CC1)N1c2ccccc2Sc2ccccc21	i	i	i	i	5	i	7	i	i	i	0
O=C(N=Nc1c(O)[nH]c2ccc(F)cc12)C1COc2ccccc2O1 (stereo not given)	i	i	i	i	0	i	23	i	i	i	-8
CCC1C(=O)NCCN1C(=O)c1ccc2nc(Cc3cccc(Cl)c3)oc2c1 (stereo not given)	i	i	i	i	-2	i	-1	i	i	i	-5
Cc1ccc(NC(=O)Nc2ccc(F)cc2)nc1	i	i	i	i	-2	i	6	i	i	i	-9
COc1ccc(OCC(=O)Nc2ccc(N3CCOCC3)c(Cl)c2)cc1	i	i	i	i	2	i	6	i	i	i	-4
O=C(CCCSc1nc2ccccc2[nH]1)NCc1ccccc1	i	i	i	i	-7	i	-12	i	i	i	-12
O=S(=O)(Nc1nc2ccccc2nc1Cl)c1cccc(C(F)(F)F)c1	i	i	7*	i	-1	i	15	25*	i	i	-11
Cc1nc(-c2ccccc2)sc1C(=O)Nc1ccccc1F	i	i	i	i	3	i	-5	i	i	i	-5
Cc1cc(C(=O)N2CCCC(N3CCN(c4ccc(F)cc4)CC3)C2)c(C)o1 (stereo not given)	i	i	i	i	-7	i	2	i	i	i	-4
COCCn1c(=O)[nH]c(=O)c2c1nc(-c1cc(Br)c3c(c1)OCO3)n2Cc1ccccc1	i	i	i	i	9	i	2	i	i	i	-12
O=C(O)CSCCc1ccccn1	i	i	i	i	1	i	-12	i	i	i	-9
COc1ccc(C(CNC(=O)C(C)c2ccc3cc(OC)ccc3c2)N(C)C)cc1 (stereo not given)	i	i	i	i	-1	i	-1	i	i	i	-7
Cc1ccc(S(=O)(=O)[N-]c2nc3ccccc3nc2-n2cc[n+](CCC(C)C)c2)cc1	i	i	i	i	4	i	6	i	i	i	-9
SMILES	TMEM16A act	RGS4 pot	KCNQ1 inh	KCNK9 block	HDAC3 inh	KCNQ1 pot	SKKanGAS inh	ANO1 block	RGS4 inh	KCNK3 inh	hERG rescue
Cc1nnsc1SCCNC(=O)c1ccc(F)cc1	i	i	i	i	0	i	0	i	i	i	-4
O=C(Nc1ccc2c(c1)nc1n2CCOC1)c1ccco1	i	i	i	i	1	i	-3	i	i	i	-9
CCOc1ccccc1N1CCN(C(=O)c2cc(-c3cc(OC)ccc3OC)nc3ccccc23)CC1	i	-7.4*	6*	i	.	i	24	i	i	i	-19
NS(=O)(=O)c1ccc(NN=C2CCN(Cc3ccccc3)CC2)c([N+](=O)[O-])c1	i	i	i	i	10	i	5	i	i	i	-12
Cc1cccn2c(CN(C)CC3Cc4ccccc4O3)c(C(=O)N3CCCCC3)nc12 (stereo not given)	i	i	i	i	.	i	-4	i	i	i	-14
CC(C)(C)c1ccc(C(=O)NCC(=O)OCc2ccc([N+](=O)[O-])cc2)cc1	i	i	i	i	-1	i	4	i	i	i	-5
Cc1cccn2c(=O)c3cc(C#N)c(=N)n(CCCN4CCOCC4)c3nc12	i	i	i	i	-67	i	5	i	i	i	-8
O=C(c1cccnc1)N1CCN(Cc2ccccc2Br)CC1	i	i	i	i	-6	i	2	i	i	i	-6
O=C1/C(=C\c2ccc(O)cc2)SC(=S)N1/N=C/c1ccc(O)cc1	i	i	7*	i	-1	i	12	i	i	-8.8*	-17
N#C/C(=C(/O)c1ccccc1F)c1nc2cc(C(F)(F)F)ccc2s1	i	i	i	i	2	i	11	i	i	i	-16
CCCCN1CCNC[C@H]1Cc1ccc(O)cc1	i	i	i	i	-2	i	-4	i	i	i	-8
CC(C)c1nnc(NC(=O)CCC(=O)N2CCC(Cc3ccccc3)CC2)s1	i	i	i	i	1	i	-11	i	i	i	-15
CCC(=O)c1ccc(N2CCN(C(=O)c3ccc(Br)cc3)CC2)c(F)c1	i	i	i	i	1	i	0	i	i	i	2
COc1ccc(CNC(=O)C2CCN(c3nc(OC)nc(OC)n3)CC2)cc1	i	i	i	i	-8	i	14	i	i	i	-1
CC(C)(C)C(=O)Nc1nc2ccc(S(C)(=O)=O)cc2s1	i	i	i	i	3	i	2	i	i	i	-6
O=C(CNC(=O)Cc1ccccc1)NCC(=O)OCC(=O)c1ccccc1Cl	i	i	i	i	-1	i	2	i	i	i	-13
CC(=O)Nc1ccc(NC(=O)COc2ccccc2C(=O)Nc2cccc(Cl)c2Cl)cc1	i	i	i	i	.	i	0	.	i	i	-12
O=C(Cn1cnc2c(nnn2-c2ccc(F)cc2)c1=O)NCc1ccco1	i	i	i	i	2	i	-1	i	i	i	-7
Cc1ccc(Nc2nc(Cl)nc(N(C)C#N)n2)cc1	i	i	i	i	10	i	9	i	i	i	-2
COc1cccc(NC(=O)CSc2nnc(Cn3cnc([N+](=O)[O-])n3)n2C)c1	i	i	i	i	.	i	-1	i	i	i	1
COCc1nnc(NC(=O)c2cccc(NC(=O)c3ccccc3)c2)s1	i	i	i	i	4	i	1	i	i	i	-3
CN(C)CCCN(C(=O)c1ccc(S(=O)(=O)N2CCCCCC2)cc1)c1nc2cc3c(cc2s1)OCCO3	i	-7.4*	i	i	12	i	-3	i	i	i	-19
O=C(CSc1ccc(-c2ccccc2)nn1)NCc1ccco1	i	i	i	i	2	i	-4	i	i	i	-9
CO/N=C/c1ccc(Oc2ccc([N+](=O)[O-])cc2[N+](=O)[O-])c(OC)c1	i	i	i	i	4	i	6	i	i	i	-8
CC(c1cccnc1)N(C(=O)Nc1ccccc1)C1CCCCC1 (stereo not given)	i	i	i	i	1	i	-4	i	i	i	-6
SMILES	TMEM16A act	RGS4 pot	KCNQ1 inh	KCNK9 block	HDAC3 inh	KCNQ1 pot	SKKanGAS inh	ANO1 block	RGS4 inh	KCNK3 inh	hERG rescue
COc1ccccc1OCC(=O)N1CCCC(Nc2cccc(F)c2)C1 (stereo not given)	i	i	i	i	-6	i	12	i	i	i	-7
COc1cc(C(=O)Nc2cccc(C(C)=O)c2)cc(OC)c1OC	i	i	i	i	-4	i	0	i	i	i	-4
Cc1cccc(NC(=O)N2CCN(Cc3ccc(Cl)cc3)CC2)c1	i	i	i	i	-3	i	2	i	i	i	-9
COc1ccc2[nH]c(=O)c(C(c3nnnn3C3CCCC3)N(C)C3CCCCC3)cc2c1 (stereo not given)	i	i	i	i	1	i	-10	i	i	i	-16
O=C(Nc1nc2c(F)c(F)c(F)cc2s1)c1ccco1	i	i	i	i	-3	i	3	i	i	i	-1
NC(=O)c1nsc(C(=O)N(CC(=O)NC2CCCC2)c2cccc(C(F)(F)F)c2)c1N	i	i	i	i	-4	i	6	i	i	i	-12
CCOC(=O)c1ccc(NC(=O)Oc2ccccc2)cc1	i	i	i	i	1	i	3	i	i	i	-15
Cc1ccc(C(=O)O/N=C(\N)c2nonc2N)cc1	i	i	i	i	4	i	24	i	i	i	-8
N#Cc1ncc(Cl)c2ccccc12	i	i	i	i	0	i	6	i	i	i	-3
O=C(CCSc1ccccn1)Nc1ccc(Br)cc1	i	i	i	i	1	i	-4	i	i	i	-7
COc1c(Cl)ccc(Cl)c1C(=O)NC(=S)N1CCOCC1	i	i	i	i	0	i	-8	i	i	i	3
CCOC(=O)C(C)Sc1nnc2n1C(C)(C)Cc1ccccc1-2 (stereo not given)	.	i	i	i	-1	i	-4	i	i	i	-14
CC(=NCCN1CCNCC1)C1=C(O)CC(C)(C)CC1=O	i	i	i	i	-2	i	6	i	i	i	-10
COc1ccc(OC)c(CC(NC(C)=O)C(=O)NC2CCN(c3cc(C)nc4ncnn34)CC2)c1 (stereo not given)	.	i	i	i	-3	i	-2	i	i	.	-10
CCN(CC)c1nc(Nc2ccc(Cl)cc2)nc(OCC#N)n1	i	i	i	i	32*	i	4	i	i	i	-4
COC(=O)c1sc2nc(SCc3cccc(Cl)c3)n(N)c(=O)c2c1C	i	i	i	i	-2	i	27	i	i	i	-4
Cc1ccc(Nc2nc(NCC3CCCO3)nc(N)c2[N+](=O)[O-])cc1 (stereo not given)	i	i	i	i	3	i	4	i	i	i	-1
CC1CCc2sc(C(=O)NN)cc2C1 (stereo not given)	i	i	i	i	1	i	-2	i	i	i	-5
